# Compound activity deposited in PubChem BioAssay by several laboratories.
# aDG glyco act: activators of alpha-DG glycosylation, primary screen, uHTS, Pro5-aDG cells, AlphaScreen; alpha-DG glycosylation AlphaScreen (IIH6); 0% Pro5, 100% B10-LARGE cell signal; activation, % at 10 µM; 0.22% of 360,000 active; AID 624168, 2012;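 active means activation of at least 8% versus controls, or a plate z-score of at least 8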;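 further: Pro5 are CHO cells carrying HIG-tagged alpha-DG that lacks glycosylation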
# MC4R ag barr: MC4R agonists recruiting beta-arrestin, primary screen, cell-based, luminescence, agonist arm of biased-ligand search. Melanocortin receptor 4 (Homo sapiens), P32245. U2OS MC4R beta-arrestin complementation; percent of melanotan II response, DMSO zero. activation, % at 8.9 µM. 0.98% of 360,000 active;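 active means activation above a per-plate cutoff, the mean activation of sample wells on that plate plus 3 SD, cut at about 8% in these data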
# Target sequence (P32245 whole entry, looked up): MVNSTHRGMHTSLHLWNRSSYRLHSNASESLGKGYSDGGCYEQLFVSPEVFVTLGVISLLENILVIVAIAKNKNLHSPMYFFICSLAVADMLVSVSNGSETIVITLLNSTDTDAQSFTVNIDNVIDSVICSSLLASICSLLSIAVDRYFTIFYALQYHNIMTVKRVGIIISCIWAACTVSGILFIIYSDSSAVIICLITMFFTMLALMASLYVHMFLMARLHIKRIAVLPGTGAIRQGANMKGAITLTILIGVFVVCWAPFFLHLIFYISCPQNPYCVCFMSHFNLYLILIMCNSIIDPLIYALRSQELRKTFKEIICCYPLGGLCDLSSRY
# TLR9-MyD88 inh: inhibitors of TLR9-MyD88 association in cells, primary screen, cell-based, CHO, BLA complementation, fluorescence; CCF4 FRET ratio; inhibition, % at 4.98 µM; 0.21% of 340,000 active; AID 504734, 2011;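 active means inhibition above the mean over all tested compounds plus 3 SD, cut at about 21% in these data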;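 further: 0% = DMSO only wells and 100% = clavulanate BLA inhibitor control wells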
# NOD2-RIPK2 inh: NOD2-RIPK2 binding disruptors in cells, primary screen, fluorescence, CHO cells, BLA complementation; Receptor-interacting serine/threonine-protein kinase 2 (Homo sapiens), O43353; 0.38% of 360,000 active; CCF4 ratio; inhibition, % at 4.98 µM; in the data active means inhibition above about 21%;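 further: 0% = vehicle only and 100% = reference blocker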
# Target sequence (O43353 whole entry, looked up): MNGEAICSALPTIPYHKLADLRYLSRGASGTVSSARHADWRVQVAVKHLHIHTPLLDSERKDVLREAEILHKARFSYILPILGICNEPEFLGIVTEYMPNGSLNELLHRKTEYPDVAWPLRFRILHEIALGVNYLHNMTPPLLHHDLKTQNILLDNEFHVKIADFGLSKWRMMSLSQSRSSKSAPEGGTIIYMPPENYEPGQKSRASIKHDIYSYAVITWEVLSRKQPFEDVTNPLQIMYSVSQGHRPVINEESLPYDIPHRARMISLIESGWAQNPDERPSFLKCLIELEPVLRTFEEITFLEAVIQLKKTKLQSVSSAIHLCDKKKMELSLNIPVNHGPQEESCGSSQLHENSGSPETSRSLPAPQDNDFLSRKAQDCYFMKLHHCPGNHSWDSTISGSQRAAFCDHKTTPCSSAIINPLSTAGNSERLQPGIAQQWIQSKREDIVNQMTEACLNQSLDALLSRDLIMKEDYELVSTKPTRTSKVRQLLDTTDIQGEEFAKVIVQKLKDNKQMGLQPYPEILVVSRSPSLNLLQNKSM
# ABHD5 PLIN5 PPI: ABHD5-PLIN5 interaction inhibitors, primary screen, cell lysate, split luciferase complementation, luminescence | Perilipin-5 (Homo sapiens) + 1-acylglycerol-3-phosphate O-acyltransferase ABHD5 (Homo … | Split G. princeps luciferase complementation, 4 h | inhibition, % at 4 µM | 0.78% of 360,000 active;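 active means inhibition above the mean inhibition across every tested compound plus 3 SD, cut at about 22% in these data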;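 further: 0% = DMSO only wells and the 100% control is not disclosed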
# Vif inh: HIV Vif self-association inhibitors, primary screen, imaging, HEK293T, single point; AID 602346, 2012; inhibition, % at 7.49 µM; HEK293T cells, Vif self-association by quenched fluorescence, 24 h; 0.35% of 340,000 active; in the data active means inhibition above about 50%, passing the limit was not always enough; inconclusive means no clear call, values can overlap the other calls; inactive means below about 31%; further: some results filed as inactive read as strong as hits
# MC4R antag cAMP: MC4R antagonists of cAMP signaling, primary screen, cell-based, TR-FRET, antagonist arm of biased-ligand search; Melanocortin receptor 4 (Homo sapiens), P32245; 0.48% of 360,000 active; MC4R-expressing cells, MTII-stimulated cAMP, LANCE TR-FRET; AID 540295, 2011; inhibition, % at 6.5 µM;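 active means inhibition above its plate's cutoff, the mean of tested wells on that plate plus 3 SD, cut at about 29% in these data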;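 further: 0% = Melanotan II alone and 100% = Melanotan II plus saturating MCL0020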
#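 Assay system: U2OS cells stably expressing human melanocortin 4 receptor (MC4R) / Dosing: 6.5 µM / Timing: compound 30 min, challenge 1 h, detection 1 h / Measured by: Eu-cAMP/anti-cAMP TR-FRET, emission 671 nm / Replicates: singlicate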
# Glyco luc inh: increase of ERlucT glycosylation luciferase signal, primary screen, N-linked glycosylation inhibitor project, D54 ERlucT cells, luminescence, set 2; D54 ERlucT glycosylation luciferase reporter, 24 h; percent of 100 nM tunicamycin response; reporter increase, % at 12.5 µM; 0.23% of 360,000 active;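 active means mean luciferase reporter signal, scaled so untreated is 0 and the glycosylation-blocking control 100, at or above a set limit in every replicate; inconclusive means mean reaches the limit but not every replicate does; inactive means mean below the limit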;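 further: luciferase carries N-glycosylation sites so blocking glycosylation raises the light; 0% = median of neutral control wells and 100% = median of 100 nM tunicamycin wells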
# ABCB6 inh 2: ABCB6 transporter inhibitors, primary screen, K562-ABCB6 cells, flow cytometry, MLPCN library; ATP-binding cassette sub-family B member 6 (Homo sapiens), Q9NP58; K562-ABCB6 porphyrin accumulation, 1 h; active compounds read low; fluorescence ratio to DMSO, % at 10 µM; 0.19% of 360,000 active; AID 602162, 2011;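 active means fluorescence ratio to DMSO below 75%, the collection mean minus 3 SD; inconclusive means too few cells collected in the well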;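 further: signal is porphyrin accumulated inside mitochondria; 100% equals median channel fluorescence of DMSO control wells; lower ratio means ABCB6 inhibition with less porphyrin fluorescence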
# Granule exo inh: LAMP-1 surface exposure blockers, TALL-104 cells – cell-based, flow cytometry, MLPCN library, primary screen; TALL-104 LAMP-1 surface exposure; cells stimulated with thapsigargin and PMA; inhibition, % at 10 µM; 0.66% of 360,000 active;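 active means inhibition above about 55%, limit read from the data; inconclusive means no clear call, values can overlap the other calls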
# * hit, by the source's call; ? = inconclusive; . = not tested or not shown.
nr	canonical_smiles	Glyco luc inh	MC4R antag cAMP	Vif inh	ABCB6 inh 2	aDG glyco act	NOD2-RIPK2 inh	Granule exo inh	ABHD5 PLIN5 PPI	TLR9-MyD88 inh	MC4R ag barr
1	O=C(CSc1nc2ccccc2c(=O)n1CCC(=O)N1CCN(c2ccccc2)CC1)NCC1CCCO1 (stereo not given)	-2	-1	-5	103	0.2	-1	10	9	9	-1.7
2	Cc1cc(NC(=O)/C=C/c2ccco2)ccc1NC(=O)c1ccccc1	3	13	-6	100	-0.4	-2	-2	0	-11	-2.1
3	COc1cccc(C(=O)Nc2ccc3nc4n(c(=O)c3c2)CCCC4)c1	1	-3	-8	109	0.1	-16	-3	4	-1	-0.5
4	Cn1nnnc1SCC(=O)c1ccco1	1	3	-14	110	-0.1	-4	10	-7	5	-0.5
5	C/C(=N\OCC(=O)NC12CC3CC(CC(C3)C1)C2)c1cc2ccccc2o1	-2	-2	12	105	-0.3	1	?	-5	0	0.7
6	CC1(C)Cc2nc3oc4c(=O)n(CC(=O)Nc5ccccc5)cnc4c3cc2CO1	0	14	0	97	-0.3	-3	9	-2	-13	0.2
7	CN(C)S(=O)(=O)Oc1ccc(C(=O)Nc2cccc(C(F)(F)F)c2)cc1	1	-2	-1	95	3.7	-4	2	-5	-4	-0.1
8	O=S(=O)(Nc1ccc(Cl)cn1)c1ccc(F)cc1	0	-4	5	97	-0.1	-8	-7	2	-1	-0.7
9	CC(C)Sc1sc(C(=O)O)c(-c2ccc(Cl)cc2)c1C#N	3	-3	-11	100	-0.1	6	8	0	-3	-1.4
10	CCOc1ccc(/C=N/NC(=O)C2CCCC2)c(OCC)c1	0	-1	-3	97	0.0	-5	-4	1	4	-1.1
11	COc1ccccc1N1CCN(C2CCCN(C(=O)c3cscn3)C2)CC1 (stereo not given)	5	5	1	97	0.1	2	1	-2	-2	-1.6
12	CCOc1cc(-c2c(C#N)c(=O)[nH]c3c2c(C)nn3-c2ccc(F)cc2)ccc1O	.	9	.	101	-0.3	-3	4	5	5	-1.2
13	CCn1c(=O)c(C(=O)CN2c3ccccc3CC2C)c(N)n(Cc2ccccc2)c1=O (stereo not given)	-1	-5	19	112	-0.2	1	2	-1	-1	2.4
14	COc1ccc(-c2cn3cccnc3n2)cc1NC(=O)c1ccc(Br)o1	-1	2	-9	98	-0.3	-2	-4	3	-8	-2.1
15	O=C(CN1CCN(c2ccccc2O)CC1)NC(=O)NCc1ccco1	1	5	-14	98	0.0	-2	-1	8	9	0.1
16	COc1ccc(S(=O)(=O)N2CCCC(C(=O)NCc3ccc4c(c3)OCO4)C2)cc1 (stereo not given)	-2	0	25	100	0.2	-9	0	-2	-4	-0.8
17	COc1cccc(CN(CC2CCCO2)C(=O)c2cc3ccccc3oc2=O)c1 (stereo not given)	0	8	-2	127	-0.1	-6	-1	0	0	0.2
18	CCn1c(CSCc2ccc(F)cc2)nnc1SCC(=O)N1CCN(c2ccccc2)CC1	-2	-3	-12	102	0.4	8	1	2	-16	1.5
19	COc1ccc(C2C(C#N)C(C#N)N3CCCN23)cc1 (stereo not given)	4	1	-2	95	-0.2	4	-6	-2	-3	-0.1
20	Cc1cccc(C(=O)NCC(=O)NCC(c2ccco2)N2CCCCC2)c1 (stereo not given)	0	5	.	95	0.2	-7	-12	-9	1	-2.5
21	CC(=O)Nc1ccc(S(=O)(=O)N(C)CC(=O)NNC(=O)Cc2nc3ccccc3n2C)cc1	6	4	5	96	0.3	0	40	-1	-1	-1.1
22	CCC1CCCCN1C(=O)c1cc2c(=O)n3cccc(C)c3nc2s1 (stereo not given)	1	-7	12	84	0.0	-3	-8	5	-8	-0.8
23	COc1ccc(NC(=O)COC(=O)CCCC2=NS(=O)(=O)c3ccccc3N2)cc1	1	18	1	102	-0.3	-5	1	2	-17	0.3
24	Cc1ccc(NCc2ccncc2)c(Br)c1	0	5	9	101	0.1	2	-4	-4	-16	0.4
25	Cc1cc(C)n(-c2nc(N(c3ccccc3)c3ccccc3)nc(-n3nc(C)cc3C)n2)n1	-7	62*	4	94	-0.4	-12	88*	2	-7	4.3
26	C=CCNCCCCOc1cccc(Br)c1	-2	0	-3	108	0.5	-12	1	-3	-2	1.3
27	O=C(c1ccc2[nH]c(=O)c(=O)[nH]c2c1)N1CCN(c2ccccc2)CC1	1	-2	5	99	0.1	-6	3	-2	0	1.7
28	Cc1ccccc1-c1ccccc1CN1[C@@H](C(C)C)COCCS1(=O)=O	-3	24	-1	100	-0.1	-1	-2	-8	0	5.0
29	CCn1c(SCC(=O)Nc2ccccc2F)nnc1-c1ccoc1C	-2	3	-6	102	0.0	-4	-2	2	-10	-1.0
30	CCCCCCNC(=O)CCNC(=O)c1cc(OC)c(OC)c(OC)c1	3	19	3	102	-0.1	1	-1	-5	9	1.0

# The list continues.
nr	canonical_smiles	Glyco luc inh	MC4R antag cAMP	Vif inh	ABCB6 inh 2	aDG glyco act	NOD2-RIPK2 inh	Granule exo inh	ABHD5 PLIN5 PPI	TLR9-MyD88 inh	MC4R ag barr
31	Cc1cc(S(=O)(=O)N2CCN(c3ncccn3)CC2)ccc1-n1cnnn1	0	9	1	92	-0.1	-12	1	0	5	-1.9
32	COc1ccc(-c2cc3ccccc3s2)cc1[C@H]1[C@H]2C=CC[C@@H](C)[C@@H]2C(=O)N1Cc1ccccc1	-7	3	-2	94	-0.1	3	-3	5	-4	0.8
33	Cc1nc(S/C(=C/c2ccc(-c3cc(Cl)ccc3C)o2)C(=O)O)n[nH]1	1	20	52*	99	-0.1	-9	1	-4	1	4.6
34	O=C(COC(=O)c1cccc(S(=O)(=O)N2CCCCCC2)c1)Nc1ccccc1C(F)(F)F	0	1	2	97	-0.3	-2	7	2	-8	0.6
35	O=C(Nc1ccccc1)c1nsnc1C(=O)Nc1ccccc1	1	6	4	100	-0.3	-13	4	-1	-5	-2.1
36	COc1cccc(C(=O)CC(=O)C(=O)Nc2cc(Cl)c(OC)cc2OC)c1	2	0	5	94	-0.1	-7	-3	1	1	-1.3
37	CC(=O)c1ccc(NC(=O)C2CCN(S(=O)(=O)c3cccs3)CC2)cc1	2	1	5	97	0.0	12	6	-2	0	-0.7
38	CC(C)CNS(=O)(=O)c1ccc(C(=O)Nc2ccc3c(c2)OCCO3)cc1	-3	9	-4	99	0.2	1	0	-4	1	-0.7
39	COc1ccc(-n2c(=S)[nH]c3cc(C(=O)NC4CCCCC4)ccc3c2=O)c(OC)c1	22	14	-4	95	0.2	1	-2	0	0	-2.3
40	CCn1c(SCC(=O)Nc2ccc(NC(=O)c3cccs3)cc2)nnc1-c1cccnc1	1	6	9	96	-0.2	-7	1	9	-11	1.0
41	CCOC(=O)c1cccc(NS(=O)(=O)c2ccc(NC(C)=O)cc2)c1	-6	5	-21	99	0.8	-2	-2	-9	-12	2.4
42	CS(=O)(=O)N(CCc1ccccc1)CC(=O)N1CCCC1	0	10	-5	93	0.1	1	-3	4	-2	-1.2
43	COc1ccccc1N1CCN(S(=O)(=O)CCNC(=O)c2cccc(F)c2)CC1	2	8	.	93	0.4	-3	10	-14	-7	0.2
44	CN(Cc1ccco1)C(=O)c1cc2c(s1)-c1ccc(Cl)cc1S(=O)(=O)C2	-3	2	-5	93	-0.1	-5	-4	3	1	-0.9
45	COc1ccc(N(CC(=O)Nc2ccc(C)c(C)c2)S(=O)(=O)c2c(C)noc2C)cc1	-3	21	-3	95	-0.2	-45	-4	-7	-22	4.7
46	Cc1nc2ccc(NC3=NCCCCC3)cc2s1	0	7	-4	102	0.1	4	-1	-8	-3	-0.6
47	Cn1c(=O)[nH]c(=O)c2c1nc(N1CCC(Cc3ccccc3)CC1)n2Cc1ccccc1	-3	4	-5	95	-0.1	-3	11	0	-7	1.0
48	O=C(COC(=O)c1cccc(Br)c1)NCCC1=CCCCC1	0	-2	4	95	-0.1	-5	-1	-2	0	-0.2
49	Cc1ccc(N2CCN(S(=O)(=O)N3CCCCCC3)CC2)cc1Cl	3	-6	-19	91	0.0	3	1	-5	11	0.7
50	CSc1cccc(NS(=O)(=O)c2ccc3c(c2)oc(=O)n3C)c1	-2	0	-4	96	0.0	-3	-3	-1	4	-0.6
51	O=C(Nc1ncccn1)C12CC3CC(CC(C3)C1)C2	0	0	8	101	-0.2	-11	4	-6	.	0.9
52	Cc1cc(C)n(CC(=O)N/N=C/c2cccs2)n1	2	-9	0	89	-0.2	-5	-3	0	-15	-2.5
53	CCOc1ccc(C(=O)CCC(=O)NC(CC(C)C)C(=O)OC)cc1 (stereo not given)	-2	7	1	94	0.0	-5	0	2	-3	-2.1
54	N#Cc1ccc(C(=O)Nn2cnnc2)cc1	-1	4	-20	95	0.2	-8	-4	5	-10	-1.0
55	Cc1ccc(C)c(NC(=O)C(Sc2nc3ccc(C)cc3[nH]2)c2ccccc2)c1 (stereo not given)	-6	25	-3	98	0.8	6	0	-4	-6	-0.5
56	O=C(O)c1sccc1Oc1ccc(NS(=O)(=O)c2ccccc2)cc1	1	9	2	106	0.0	-3	-10	6	-5	-0.5
57	CCN(CC(=O)N1CCCCCC1)S(=O)(=O)c1ccc(Cl)cc1	-1	9	-2	90	-0.1	-2	-3	8	-6	0.3
58	CSC(=NS(=O)(=O)c1ccccc1)NNC(=O)c1c(-c2c(Cl)cccc2Cl)noc1C	0	.	-3	92	-0.1	-12	2	-6	.	.
59	COC(=O)c1ccc(CN2CCN(Cc3ccccc3)C(CCO)C2)cc1 (stereo not given)	2	23	-2	100	-0.1	-8	3	-2	5	-0.3
60	Cc1cccc(NC(=O)CSc2nc3ccccc3o2)c1	1	-2	-3	97	-0.1	6	0	-10	8	-1.7
61	COC(=O)CNC(=O)/C=C/c1ccc(OC)cc1	-1	2	7	98	0.1	-8	-2	-5	2	-1.0
62	COC(=O)c1ccccc1NC(=O)C(CCS(C)(=O)=O)NC(C)=O (stereo not given)	1	-4	-4	95	0.0	-5	0	2	-2	-0.6
63	O=C(NC(=S)N1CCCCC1CO)c1cccs1 (stereo not given)	0	-6	-5	98	-0.3	-10	-3	5	0	1.1

# This is a subset, so the mix of outcomes need not match the whole.
